All columns: NCI-60 one-dose screen, growth in % after 48 h at 10 µM unless noted; 100 = growth as untreated, 0 = no growth, -100 = all killed.
OVCAR-4: OVCAR-4 ovarian cancer cells; 3.7% of 80,000 active; AID 1794784
SK-OV-3: SK-OV-3 ovarian cancer cells | 3.2% of 80,000 active | AID 1794785
OVCAR-8: OVCAR-8 ovarian cancer; 4.4% of 81,000 active
SF-295: SF-295 CNS cancer cells | 5.6% of 79,000 active
U251: U251 CNS tumor cells; 5.4% of 80,000 active; AID 1794753
OVCAR-3: OVCAR-3 ovarian cancer; AID 1794787; 7% of 79,000 active
DU-145: DU-145 prostate cancer; 4.2% of 81,000 active; AID 1794760
OVCAR-5: OVCAR-5 ovarian cancer; 2.9% of 82,000 active; AID 1794783
PC-3: PC-3 prostate cancer cells; 3.9% of 80,000 active
An asterisk follows results filed as active; . = no result given; & = joins results of further samples. The calls were made as follows: active = growth percent below 10; inactive = the rest.

Under each structure: OVCAR-4 | SK-OV-3 | OVCAR-8 | SF-295 | U251 | OVCAR-3 | DU-145 | OVCAR-5 | PC-3
1	CCCCCCCCCc1nc(N)nc(N)n1
 : 92 | 91 | 91 | . | . | 109 | 102 | 105 | 88
2	C[C@]1(C(=O)O)CC2CCC1C2 (stereo not given in full)
 : 118 | 116 | 108 | 100 | 99 | 116 | 115 | 104 | 101
3	COc1ccc(C(O)C2c3c(cc4c(c3OC)OCO4)CCN2C)c(CO)c1OC (stereo not given)
 : 103 | 103 | 98 | 102 | . | 111 | 109 | 91 | 88
4	CC(=O)C1CC1
 : 101 | 109 | 109 | . | 103 | 112 | 109 | 98 | 104
5	O=C(/C=C/c1ccc(Cl)s1)c1ccc(Cl)s1
 : 85 | 102&95 | 102&107 | 91 | 93&93 | 99&97 | 114&98 | 101&86 | 105&93
6	N#Cc1nc(-c2ccccc2)oc1S(=O)(=O)N1CCN(c2ccc(F)cc2)CC1
 : 107 | 109 | 63 | 105 | 82 | 52 | 99 | 102 | 67
7	CN(C)CSc1ccccc1
 : 119 | 106 | 101 | 104 | 106 | 99 | 105 | 98 | 99
8	Cc1ccc(-c2nc3nc(-c4ccc(Br)cc4)nc(N4CCCNCC4)c3o2)cc1
 : -94* | 110 | -46* | 69 | -77* | -95* | 14 | -44* | -52*
9	O=C(Oc1cccc(F)c1OC(=O)c1cccc(O)c1)c1cccc(O)c1
 : 61 | 80 | 54 | 89 | 47 | 22 | 52 | 95 | 34
10	c1ccc(C2=NCCCO2)cc1
 : 108 | 105 | 114 | 105 | 105 | 113 | 112 | 97 | 105
11	Cc1nn(-c2ccccc2)c2nc3nc4c(c(N)c3c(-c3ccc(Cl)cc3)c12)CCC4
 : 101 | 99 | 83 | 92 | . | 111 | 90 | 93 | 88
12	CCN(CC)CCCC(Cc1ccccc1)Nc1c2ccc(Cl)cc2nc2ccc(OC)cc12 (stereo not given)
 : 31 | 101 | 36 | -38* | 9.6* | 77 | 62 | 71 | 45
13	O=C1c2cc(I)ccc2Oc2cc([N+](=O)[O-])ccc2N1c1ccc(F)cc1F
 : 77 | 100 | 96 | 93 | 74 | 102 | 91 | 104 | 77
14	CCOc1ccccc1N=C1NC(=O)CS1
 : 107 | 104 | 101 | 103 | 105 | 113 | 114 | 108 | 103
15	COc1ccc(/C=C2/N=C3N(N=C(N)N3c3ccccc3)C2=O)cc1
 : 102 | 100 | 106 | . | 107 | 105 | 112 | 118 | 92
16	CC(=O)NC(C)=O
 : 100 | 109 | 96 | 110 | 110 | 120 | 126 | 114 | 93
17	COc1ccc(-c2nn(-c3ccccc3)cc2/C=C/C(=O)c2cc3ccccc3oc2=O)cc1
 : 104 | 105 | 104 | 103 | 105 | 111 | 109 | 108 | 102
18	N#Cc1ccc(NC(=O)NNC(=O)c2ccncc2)cc1
 : 112 | 104 | 91 | 109 | 98 | 117 | 115 | 110 | 90
19	O=c1oc2c(cnc3ccccc32)cc1-c1cccc([N+](=O)[O-])c1
 : 117 | 100 | 107 | 101 | 94 | 119 | 115 | 101 | 99
20	COc1ccc(Nc2nnc(-c3cc(F)c(F)c(F)c3)o2)cc1
 : 117 | 105 | 109 | 106 | 100 | 122 | 136 | 107 | 96
21	CCCCCc1ccc(S(=O)(=O)Nc2cccc(-c3csc(NCCN4CCN(C)CC4)n3)c2)cc1
 : 84 | 92 | 94 | 107 | 46 | 68 | 74 | 94 | 66
22	O=c1ccc2c(ccc3ncccc32)o1
 : 111 | 104 | 105 | 90 | 109 | 108 | 117 | 104 | 94
23	COC(=O)CCC(CCC(=O)OC)(CCC(CCC(=O)OC)(CCC(=O)OC)[N+](=O)[O-])[N+](=O)[O-]
 : 115 | 102 | 102 | 99 | 99 | 120 | 115 | 106 | 102
24	COC(=O)/C(=C\c1ccc(O)c(O)c1O)c1nc(C#N)c(NCCO)o1
 : 71 | 93 | 43 | 71 | 48 | . | 68 | 88 | 43
25	C[C@@H]1[C@H]2C[C@@H](C[C@H]1NC(=O)c1cc(-c3ccccc3)on1)C2(C)C
 : 91 | 94 | 103 | 86 | 103 | 94 | 88 | 95 | 103
26	O=C(/C=C\c1ccco1)/C=C/c1ccco1
 : 105 | 104 | 100 | 101 | 104 | 134 | 106 | 95 | 96
27	Cc1nnc2n(-c3ccccc3)c(=O)c3cnn(-c4ccccc4)c3n12
 : 116 | 74 | 100 | 93 | 95 | 102 | 109 | 103 | 85
28	C[C@@H](C[C@H](CCOC(=O)N(C)C)c1ccccc1)c1cc2ccccc2o1
 : 82 | 92 | 98 | 97 | 96 | 96 | 97 | 85 | 78
29	O=c1oc2c3ccc4[nH]cccc4c3nc2c2ccccc12
 : 76 | 72 | 97 | 83 | 82 | 95 | 87 | 92 | 89
30	COc1ccc(C(=O)/C=C/c2c(C(F)(F)F)nc3sccn23)cc1OC
 : 26 | 9.9* | 19 | -9.3* | 15 | -34* | -25* | 45 | 53
31	Clc1cc2cc(-c3nc4ccccc4[nH]3)c(Cl)nc2cc1Cl
 : 93 | 97 | 101 | 95 | 99 | 94 | 98 | 106 | 87
32	CC(=O)O[C@H]1CC[C@@]2(C)C(=CC[C@@H]3[C@@H]2CC[C@]2(C)C(=O)N(O)C(=O)C[C@@H]32)C1
 : . | 93 | 101 | 99 | 69 | 102 | 87 | 99 | 76
33	CNc1cc(N2CCC3(CC2)CN(c2cc(F)c(CN4CCC(C)(C)CC4)cc2F)CC(=O)N3)ncn1
 : 74 | 76 | 81 | 92 | 66 | . | 83 | 90 | 76
34	CN(C)C=Nc1c(I)cc(I)c(CCC(=O)O)c1I
 : 115 | 110 | 96 | 111 | 104 | 118 | 113 | 112 | 97
35	CCCSc1nc(NC2CC2)c(C#N)c(-c2ccc(F)cc2)n1
 : 33 | 74 | 31 | 17 | 43 | 70 | 77 | 86 | 80
36	CCOC(=O)CCCCN(C)CCCCC(=O)OCC
 : 94 | 104 | 96 | 105 | 99 | 107 | 116 | 96 | 94
37	O=C1C=CN2C(=O)CC=CC2[C@@H]1O (stereo not given in full)
 : 110 | 104 | 114 | 116 | 120 | 120 | 118 | 121 | 95
38	Clc1ccc2c(NCCCN3CCN(c4nc(-n5ccnc5)nc5ccccc45)CC3)ccnc2c1
 : 65 | 109 | 84 | 61 | 97 | 90 | 93 | 120 | 78
39	CN(C)CCC(=O)C1CC1
 : 108 | 110 | 106 | 116 | 102 | 105 | 111 | 100 | 99
40	O=C1Nc2ccccc2C1=O
 : 97 | . | 114 | . | 111 | 111 | 115 | 96 | 89
41	c1ccc2c(-c3nc(-c4ccsc4)cs3)c[nH]c2c1
 : 104 | 85 | 97 | 93 | 94 | 90 | 101 | 107 | .
42	CCCCN(CCCC)CC(CC)N(CCCC)CCCC (stereo not given)
 : 105 | 90 | 95 | 85 | 97 | 112 | 106 | 104 | 113
43	COc1ccc(C(=O)c2cc(OC)c3c(c2)OCO3)cc1O
 : 38 | 8.9* | 18 | 16 | 28 | -42* | -2.4* | . | 29
44	O=C/C(=C/c1ccccc1)c1ccccc1
 : 96&109 | 114&103 | 97&98 | 104&110 | 105&99 | 108&104 | 101&100 | 106&94 | 109&98
45	C=CCn1cccc1CNc1ccc(OC)cc1
 : 103 | 115 | 105 | 108 | 104 | 122 | 110 | 99 | 98
46	N#C/C(=C\c1ccc(-c2cc(Cl)ccc2Cl)o1)c1ccccc1
 : 74 | 80 | 95 | 84 | 93 | 95 | 92 | 87 | 82
47	CN(C)C(=O)c1cccnc1
 : . | 104 | 96 | 111 | 95 | 113 | 112 | 95 | 99
48	CN1CCN(Cc2ccc(NC(=O)c3[nH]ncc3Nc3ccnc4ccnn34)cc2)CC1
 : 62 | 29 | 62 | 89 | 62 | 54 | 47 | 94 | 56
49	C/C1=C\CC2CC[C@@](C)(O)[C@@H](CC/C(C)=C/CC1)C2(C)C
 : 126 | 112 | 87 | 93 | 102 | 67 | 99 | 110 | 78
50	Cc1cccc(Cc2nc3ccccc3[nH]2)c1
 : 110 | 116 | 107 | 110 | 99 | 101 | 107 | 93 | 97
51	C=CCn1c(C)nc2ccc(Nc3nc(-c4ccccc4)nc4ccccc34)cc21
 : 85 | 128 | 91 | 88 | 79 | 106 | 105 | 107 | 86
52	COc1ccc(Cn2cc3c(c2-c2ccccc2)CCc2cnc(=O)[nH]c2-3)cc1
 : 89 | 102 | 87 | 100 | 92 | 83 | 114 | 78 | .
53	CCCCCCCCCCN=C(c1ccc(N(C)C)cc1)c1ccc(N(C)C)cc1
 : 60 | 17 | 31 | 14 | 21 | 2.1* | 28 | 72 | 31
54	CCCCCCCCOC(=O)c1ccccn1
 : 104 | 95 | 103 | 133 | 110 | 110 | 102 | 95 | 97
55	Nc1cccc2nnccc12
 : 99 | 89 | 97 | 92 | 97 | 112 | 121 | 83 | 89
56	N#Cc1ccc(Cl)cc1[N+](=O)[O-]
 : . | . | 101 | 107 | 112 | 111 | 105 | 135 | 97
57	CC[N+](CC)(CC)CCOc1cccc(OCC[N+](CC)(CC)CC)c1OCC[N+](CC)(CC)CC
 : 106&110 | 102&119 | 99&110 | 95&106 | 103&105 | 116&123 | 110&129 | 102&102 | 94&95
58	Cc1[nH]c2ccccc2c(=O)c1CNCc1ccccc1
 : 105 | 112 | 106 | 111 | . | 111 | 117 | 104 | 94
59	COc1ccc2nc(N3CN(c4cc(OC)c(OC)c(OC)c4)c4ncccc4C3=O)sc2c1
 : 73 | 59 | 80 | 95 | 71 | 90 | 100 | 103 | 83
60	O=[N+]([O-])c1ccc(C(Br)c2ccc([N+](=O)[O-])cc2)cc1
 : 64 | 97 | 63 | 81 | 89 | 110 | 111 | 124 | 62

Single records, from the list above. Screens in order: OVCAR-4	SK-OV-3	OVCAR-8	SF-295	U251	OVCAR-3	DU-145	OVCAR-5	PC-3
Cc1cccc(Cc2nc3ccccc3[nH]2)c1 is listed with 110	116	107	110	99	101	107	93	97
Nc1cccc2nnccc12 is listed with 99	89	97	92	97	112	121	83	89

Going on with the list.
Under each structure: OVCAR-4 | SK-OV-3 | OVCAR-8 | SF-295 | U251 | OVCAR-3 | DU-145 | OVCAR-5 | PC-3
61	C[C@H](C(=O)NCc1ccc2c(c1)OCO2)C1CCN(C(=O)c2cc3ccccc3[nH]2)CC1
 : 93 | 84 | 97 | 95 | 90 | 98 | 111 | 104 | 73
62	CC(=O)n1cc(-c2cc3cc(Cl)cc(Cl)c3oc2=O)c2ccccc21
 : 92 | 91 | 114 | 99 | 108 | 113 | 123 | 96 | 95
63	COc1ccc(-c2nnc(Nc3c(C)cccc3C)o2)cc1
 : 95 | 109 | 108 | 98 | 101 | 100 | 105 | 104 | 96
64	COC(=O)C1CC(n2cc(-c3ccc4cc(OC)ccc4c3)nn2)CN1C(=O)c1cc(OC)c(OC)c(OC)c1 (stereo not given)
 : 85 | 108 | 87 | 100 | 90 | 105 | 101 | 102 | 78
65	C[C@]12CCc3nc(-c4cccc(Oc5cccc(C(F)(F)F)n5)c4)sc3C1=CC[C@@H]1[C@@H]2CC[C@]2(C)/C(=N\NC(=O)c3ccncc3)CC[C@@H]12
 : 84 | 99 | 98 | 101 | 92 | 95 | 105 | 98 | 89
66	O=C1c2cccc3c(-c4ccc5ncn(C6CCCCC6)c5c4)ccc(c23)C(=O)N1Cc1ccccc1
 : 76 | 88 | 73 | 90 | 69 | 84 | 98 | 97 | 52
67	CC(=O)Oc1ccccc1C(=O)/C=C/c1cccc([N+](=O)[O-])c1
 : . | 102 | 78 | 69 | 54 | 66 | 75 | 110 | 71
68	CCCCCCCCCCCCSCCCC(=O)O
 : 106 | 102 | 107 | 98 | 102 | 111 | 108 | 104 | 100
69	CCS/C(Nc1ccccc1)=C(\C#N)C(=O)Nc1ccc(OC)cc1
 : 67 | 22 | 31 | 33 | 17 | -12* | 34 | 63 | 48
70	Cc1ccc(-c2nn(Cc3cn(-c4cc(C)nc5ccccc45)nn3)c3ncnc(N)c23)cc1
 : 52 | 56 | 63 | 66 | 72 | 53 | 48 | 58 | 49
71	C=C1C[C@@H](c2cccc(C)c2C)O[C@H]2C[C@@H](C)CC[C@H]12
 : 95 | 92 | 86 | 97 | 91 | 102 | 110 | 97 | 79

In the list so far, these have a cyano group.
Under each structure: OVCAR-4 | SK-OV-3 | OVCAR-8 | SF-295 | U251 | OVCAR-3 | DU-145 | OVCAR-5 | PC-3
6	N#Cc1nc(-c2ccccc2)oc1S(=O)(=O)N1CCN(c2ccc(F)cc2)CC1
 : 107 | 109 | 63 | 105 | 82 | 52 | 99 | 102 | 67
18	N#Cc1ccc(NC(=O)NNC(=O)c2ccncc2)cc1
 : 112 | 104 | 91 | 109 | 98 | 117 | 115 | 110 | 90
24	COC(=O)/C(=C\c1ccc(O)c(O)c1O)c1nc(C#N)c(NCCO)o1
 : 71 | 93 | 43 | 71 | 48 | . | 68 | 88 | 43
35	CCCSc1nc(NC2CC2)c(C#N)c(-c2ccc(F)cc2)n1
 : 33 | 74 | 31 | 17 | 43 | 70 | 77 | 86 | 80
46	N#C/C(=C\c1ccc(-c2cc(Cl)ccc2Cl)o1)c1ccccc1
 : 74 | 80 | 95 | 84 | 93 | 95 | 92 | 87 | 82
56	N#Cc1ccc(Cl)cc1[N+](=O)[O-]
 : . | . | 101 | 107 | 112 | 111 | 105 | 135 | 97
69	CCS/C(Nc1ccccc1)=C(\C#N)C(=O)Nc1ccc(OC)cc1
 : 67 | 22 | 31 | 33 | 17 | -12* | 34 | 63 | 48
